Scp1 inh: blocks human Scp-1 phosphatase activity; Q9GZU7; Recombinant Scp1, phosphopeptide, malachite green phosphate absorbance; inhibition, % at 20 µM; hit rate 0.88% among 340,000; AID 493091;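 active = inhibition above about 50% at 20 µM, limit read from the data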;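 also: plate controls were DMSO wells with enzyme for no effect and wells lacking enzyme for full effect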
Target sequence (Q9GZU7 76-261 limits assumed): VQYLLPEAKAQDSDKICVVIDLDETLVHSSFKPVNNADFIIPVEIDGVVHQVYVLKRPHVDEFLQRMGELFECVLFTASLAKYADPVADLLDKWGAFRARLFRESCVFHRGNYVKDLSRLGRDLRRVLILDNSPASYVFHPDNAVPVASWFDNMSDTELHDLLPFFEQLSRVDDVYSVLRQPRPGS
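Material: truncated SCP-1 phosphatase (76-261aa) / Buffer or medium: 50 mM Tris acetate pH 5.5, 0.005% Tween-20, 10 mM MgCl2 / Compound dosing: one concentration, 20 µM, with 1.0% DMSO / Incubation: 45 min room-temperature reaction, 5 min colour, 30 min stabiliser / Detection: colorimetric free-phosphate detection, absorbance 630 nm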
SUMO1-SIM PPI: SUMO1-SIM interaction modulation. inhibition, % at 20 µM. AID 602429. SUMO1 binding to a labelled peptide, TR-FRET, 1 h. hit rate 0.33% among 360,000. P63165; in the data active = inhibition above about 37%
Target sequence (P63165 whole entry, looked up): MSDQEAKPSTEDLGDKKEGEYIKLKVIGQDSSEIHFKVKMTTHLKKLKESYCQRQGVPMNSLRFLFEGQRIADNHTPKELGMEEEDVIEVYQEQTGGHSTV
LMPTP inh: blocks human LMPTP phosphatase; P24666; recombinant LMPTP-A, OMFP fluorogenic substrate, fluorescence intensity; hit rate 0.22% among 360,000; AID 651560; inhibition, % at 20 µM;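 active = compounds that cut the enzyme signal by at least half of the control window in the single-dose screen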;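 also: plate controls were DMSO wells with enzyme plus substrate for no effect and substrate without enzyme for full effect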
Target sequence (P24666 whole entry, looked up): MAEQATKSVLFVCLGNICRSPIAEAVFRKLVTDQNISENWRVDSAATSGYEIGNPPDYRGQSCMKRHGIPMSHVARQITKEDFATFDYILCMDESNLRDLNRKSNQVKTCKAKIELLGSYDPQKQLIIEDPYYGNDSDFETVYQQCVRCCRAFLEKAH
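Test system – LMPTP-A enzyme · Amount – LMPTP-A at 0.625 nM final in the reaction · Buffer or medium – Bis-Tris pH 6.0, DTT, detergent · Reagent – OMFP 400 µM · Doses – single 20 µM dose · Schedule – reaction 50 min, room temperature, dark · Detection – fluorescence intensity of OMFP turnover product · Evaluation – percent inhibition versus substrate-only and uninhibited controls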
Rpn11 block: inhibitors of human proteasome Rpn11; O00487; calls only at 20 µM; human 26S proteasome, Ub4-pepOG fluorescence polarization; 20S core pre-blocked with epoxomicin; hit rate 0.59% among 360,000;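 active = inhibition at 20 µM, scaled to each plate's controls, above about 33%, limit read from the data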
CSN deneddyl inh: inhibitors of human CSN-mediated cullin deneddylation | Purified CSN, SCF-Nedd8-OG deneddylation, fluorescence polarization | inhibition, % at 12.5 µM | hit rate 0.38% among 360,000 | AID 651999;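 active = pattern-corrected inhibition above about 35%, with an unprinted fluorescence ratio check between 0.5 and 1.5, limit read from the data, passing the limit was not always enough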;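 also: 0% = enzyme with substrate and 100% = substrate without enzyme; some results filed as inactive read as strong as hits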
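assay system = purified human Csn5 enzyme expressed in HEK293T cells | amount = 0.24 nM enzyme | buffer or medium = Tris/NaCl/DTT buffer, pH 7.5 | reagent = 10 nM SCFSkp2-Nedd8OG | compound = one concentration, 12.5 µM, 0.25% DMSO | times = 90 min reaction at room temperature | signal = FP | read-out basis = % inhibition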
Rin1 Abl inh: blocks binding of human Rin1 to Abl. P00519+Q13671. TR-FRET Rin1/Abl binding, biochemical. inhibition, % at 7.35 µM. hit rate 0.4% among 360,000; in the data active = inhibition above about 5%, passing the limit was not always enough
STEP block: STEP (human) phosphatase inhibition. recombinant STEP, OMFP fluorogenic substrate, fluorescence. P54829. hit rate 0.25% among 360,000. inhibition, % at 20 µM;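 active = inhibition at 20 µM, scaled per plate between control wells, above about 37%, limit read from the data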;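 also: 0% = DMSO with enzyme and substrate and 100% = substrate only without enzyme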
Target sequence (P54829 whole entry, looked up): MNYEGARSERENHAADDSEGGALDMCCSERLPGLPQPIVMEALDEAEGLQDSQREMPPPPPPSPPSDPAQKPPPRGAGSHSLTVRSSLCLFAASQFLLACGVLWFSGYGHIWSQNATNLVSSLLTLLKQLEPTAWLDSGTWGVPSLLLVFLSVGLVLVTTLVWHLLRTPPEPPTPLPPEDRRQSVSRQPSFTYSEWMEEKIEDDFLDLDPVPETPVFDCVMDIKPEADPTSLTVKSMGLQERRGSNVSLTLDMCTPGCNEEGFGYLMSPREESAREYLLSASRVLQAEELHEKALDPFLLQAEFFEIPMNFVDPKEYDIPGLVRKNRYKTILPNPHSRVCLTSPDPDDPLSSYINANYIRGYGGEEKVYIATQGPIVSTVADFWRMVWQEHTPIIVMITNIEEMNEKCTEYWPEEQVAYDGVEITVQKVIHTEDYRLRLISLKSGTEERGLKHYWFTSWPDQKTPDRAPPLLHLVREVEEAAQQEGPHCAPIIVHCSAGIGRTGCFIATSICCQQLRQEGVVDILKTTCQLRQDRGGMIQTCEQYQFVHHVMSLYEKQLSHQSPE
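System: STEP phosphatase, cell-free reaction; Buffer or medium: Bis-Tris pH 6.0 buffer with DTT, detergent; Incubation: 20 min at room temperature, dark; Measured by: fluorescence, 480/540 nm.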
DNMT1 inh: DNMT1 (human) enzyme inhibition | DNMT1 molecular beacon, Hinp1I cleavage, fluorescence | inhibition (reported as % activation of signal), % at 10 µM | hit rate 0.83% among 360,000; in the data active = inhibition above about 50%
Neddylation inh: cullin neddylation inhibition. TR-FRET cullin neddylation, biochemical. P61081+Q13564. calls only at 25 µM. hit rate 0.58% among 360,000; in the data active = inhibition above about 36%
NadD block: blocks S. aureus nicotinate mononucleotide adenylyltransferase; inhibition, % at 20 µM; hit rate 0.78% among 360,000; purified NadD enzyme, colorimetric absorbance read-out; AID 602399; in the data active = inhibition above about 26%; also: some compounds past the cut are filed as inactive
* hit, by the source's call; i = inactive; x = no result given; & = joins results of further samples.

SMILES	Scp1 inh	SUMO1-SIM PPI	LMPTP inh	Rpn11 block	CSN deneddyl inh	Rin1 Abl inh	STEP block	DNMT1 inh	Neddylation inh	NadD block
CC12C=CC3(O1)C(C(=O)N(c1cccnc1)C3C(=O)NC1CCCCC1)C2C(=O)Nc1ccccc1 (configuration not stated)	-3.4	2.3	-1.7	i	1.3	-2.6	-1.3	-3.3	i	9.0
CSc1nc(O)c(C(c2cccc([N+](=O)[O-])c2)c2c(O)nc(SC)[nH]c2=O)c(=O)[nH]1	2.2	-3.0	-0.1	i	-1.2	4.1	1.4	1.0	i	-0.8
O=C(Nc1ccc2c(c1)OCCO2)c1cc(-c2ccccc2)nc2ccccc12	-10.7	-1.8	3.2	i	-1.1	-3.5	0.6	-9.9	i	9.0
O=C(CNC(=O)[C@@H]1Cc2ccccc2CN1)NCc1ccco1	-6.5	2.6	0.9	i	-0.5	6.0	0.2	8.7	i	8.1
COc1ccc(Cl)cc1/C=C(\C#N)C(N)=O	6.4	-4.0	-0.9	i	1.4	2.2	-0.3	3.2	i	17.7
Cc1ccc(S(=O)(=O)N2CCN(C(=O)COC(=O)COc3ccc(Br)cc3)CC2)c(C)c1	3.6	-0.2	-0.1	i	-2.6	1.9	-3.1	-3.9	i	2.5
COc1cccc(-n2c(COc3ccc(C)cc3)nnc2SCC(=O)O)c1	-1.1	-3.1	-0.7	i	-5.4	-2.0	0.7	1.0	i	0.2
O=C(CN(CC1CCCO1)C(=O)CNS(=O)(=O)c1ccccc1)NCc1ccccc1 (configuration not stated)	-5.9	-1.5	-1.4	i	-1.2	-2.8	-0.3	1.9	i	-4.9
C=CC[C@H](CC(=O)NCCO)C(=O)NCCOC(=O)[C@@H](CC=C)Cc1ccc(F)cc1	-4.4	0.9	-1.5	i	2.6	4.1	0.0	2.1	i	-5.0
O=S(=O)(c1cccc(-c2nnc(SCc3nc4ccccc4s3)o2)c1)N1CCOCC1	-2.9	-1.8	1.4	i	2.6	-0.9	-0.5	-5.3	i	-3.6
Cn1c(=O)[nH]c(=O)c2c1nc(N1CCN(Cc3ccccc3)CC1)n2CCCc1ccccc1	-7.7	-2.2	-2.2	i	-0.3	2.1	2.1	-5.3	i	2.5
O=C(CC(CC(=O)c1ccc(Br)cc1)c1cccnc1)c1ccc(Br)cc1	-4.3	5.8	1.0	i	-2.0	-0.6	4.0	-1.7	i	8.5
COc1ccc(C)cc1S(=O)(=O)Nc1ccc(F)c(Cl)c1	-7.9	-1.3	0.0	i	1.8	1.6	-3.3	-5.3	i	0.4
O=C(Nc1ccc2c(c1)Cc1ccccc1-2)c1cc2ccccc2o1	-10.8	13.1	0.5	i	-1.2	0.1	7.5	6.9	i	7.1
Cn1cnc(NCc2ccccc2)c1[N+](=O)[O-]	-0.8	-17.1	-0.9	i	2.1	-4.0	-1.1	2.2	i	-0.1
O=C(O)c1cccc(C(=O)Nc2cccc(NC(=O)C3CCCO3)c2)c1 (configuration not stated)	4.6	2.5	-1.9	i	0.6	-0.7	3.7	-0.1	i	4.0
COc1ccc(C2=NCCn3nc4cc(C(F)(F)F)ccc4c32)cc1	-8.1	-6.9	2.6	i	2.1	-0.9	-2.7	1.3	i	-8.7
O=C(Nc1nnc(-c2ccc(F)cc2)s1)c1c(F)cccc1Cl	-11.9	-3.5	-1.5	i	1.1	-0.8	-1.7	2.3	i	-8.6
CCOC(=O)C1=C(C)NC(C)=C(C(=O)OCC)C1C(=O)OCC(=O)N1CCC(C)CC1	-325.5&-3.3	0.7&-2.1	0.3&0.9	i	-4.0&5.5	2.1&-0.8	-2.5&-0.9	-1.3&1.9	i	-0.9&-0.2
Nc1nc(SCC(=O)N2CCCc3ccccc32)n(-c2ccccc2)n1	-9.1	-0.2	-0.7	i	1.9	5.3	-3.6	3.0	i	-0.6

An excerpt from above in order of the DNMT1 inh value, highest first.
SMILES,DNMT1 inh
O=C(Nc1ccc2c(c1)Cc1ccccc1-2)c1cc2ccccc2o1,6.9
O=C(CC(CC(=O)c1ccc(Br)cc1)c1cccnc1)c1ccc(Br)cc1,-1.7
Cn1c(=O)[nH]c(=O)c2c1nc(N1CCN(Cc3ccccc3)CC1)n2CCCc1ccccc1,-5.3

Carrying on.
SMILES	Scp1 inh	SUMO1-SIM PPI	LMPTP inh	Rpn11 block	CSN deneddyl inh	Rin1 Abl inh	STEP block	DNMT1 inh	Neddylation inh	NadD block
O=c1[nH]nc(-c2ccccc2)c2ccccc12	-0.7	1.1	2.4	i	-1.4	-1.8	-1.5	-0.1	i	-7.0
O=C(Cc1coc2ccc3ccccc3c12)N1CCc2ccccc21	-11.2	-1.3	1.7	i	-0.9	-4.2	3.5	-9.5	i	21.2
COC(=O)[C@H](C)[C@@H]1C[C@@]1(C)[C@@H](NC(=O)OCc1ccccc1)c1ccccc1	-0.2	1.2	0.3	i	-1.7	5.1	-1.1	-2.6	i	-18.1
Cc1ccc(-n2c(Cl)c(Cl)nc(Cl)c2=O)cc1	-4.9	-12.2	-1.3	i	11.0	-0.3	-8.0	5.1	x	-4.0
CCCc1ncc(C(O)(c2ccccc2)c2ccc(C)cc2)n1C (configuration not stated)	-5.7	1.0	-0.5	i	-7.2	-0.8	0.4	3.3	i	-7.7
Fc1ccc2c(c1)Sc1ccc(Cl)cc1CC2N1CCN(CCC2OCCO2)CC1 (configuration not stated)	-7.8	-18.3	1.6	i	-4.7	-0.8	9.2	17.6	i	7.9
CC(OC(=O)Cn1ccccc1=O)C(=O)Nc1cc(Cl)cc(Cl)c1 (configuration not stated)	-6.8	3.3	0.0	i	-2.6	1.3	0.4	-4.1	i	-9.3
Cc1cccc(OCCCCCNCCO)c1	-3.7	0.2	0.3	i	2.5	-1.6	-0.7	-0.2	i	1.1
Cc1ccc2c(=O)cc(C(=O)NC3CCS(=O)(=O)C3)oc2c1C (configuration not stated)	-9.1	-11.3	-0.5	i	-2.0	-4.5	-3.5	3.7	i	-4.8
O=C(Cn1cc(C(F)(F)F)ccc1=O)N/N=C/c1ccc(Cl)c(Cl)c1	-2.7	-11.5	0.4	i	-8.1	-3.9	-0.8	2.5	i	1.8
O=C(Cn1cnc2c(oc3ccccc32)c1=O)NCC1CCCO1 (configuration not stated)	-8.1	3.3	-0.6	i	0.6	1.4	0.0	0.4	i	2.4
COc1ccc(OC)c(CN2CCN(C(=O)c3cccc(S(=O)(=O)Nc4ccc(C)cc4)c3)CC2)c1	-0.6	4.7	0.3	i	0.4	3.2	3.6	3.7	i	-3.8
COc1ccc(CNC(=O)CCc2ccc(S(=O)(=O)N3CCCCCC3)cc2)cc1	-4.9	1.7	-0.4	i	2.8	0.8	0.9	1.5	i	-3.6
O=C(Nc1ccc(C2CC2(Cl)Cl)cc1)c1ccccc1Br (configuration not stated)	-9.3	1.7	3.2	i	-3.6	-3.1	-0.5	0.6	i	-3.6
CC1(C)OC2OC3C(CN)OC(c4ccccc4)OC3C2O1 (configuration not stated)	-4.7	1.5	0.1	i	-0.8	0.4	0.4	-1.4	i	-2.2
Cc1cccc(-c2nnc(SCC(=O)N3c4ccccc4CCc4ccccc43)n2C)c1	10.7	-1.6	-0.1	i	-15.6	-2.0	-1.7	-1.6	i	8.8
C[C@H]1C[C@H]2[C@@H]3CCC4=CC(=O)C=C[C@]4(C)[C@@]3(F)[C@@H](O)C[C@]2(C)[C@@]1(O)C(=O)CO	-6.3	28.4	-1.8	i	0.0	-0.8	3.7	0.5	i	-4.6
Cc1cc(=O)oc2c(C)c(OCC(=O)N3CCN(c4cccc(Cl)c4)CC3)ccc12	-2.3	3.7	2.8	i	-2.0	-1.3	-0.1	-5.1	i	4.3
COc1ccc(NC(=O)CC2Oc3ccc(C)cc3NC2=O)cc1 (configuration not stated)	-8.0	11.2	-0.5	i	-5.8	-6.5	8.1	-1.3	i	-5.0
CCn1nc(NS(=O)(=O)c2ccccc2)c2cc3ccc(C)cc3nc21	-65.2	19.5	0.0	i	1.2	-2.8	-0.2	-10.1	i	5.4

Single records, as listed above.
Results for Fc1ccc2c(c1)Sc1ccc(Cl)cc1CC2N1CCN(CCC2OCCO2)CC1 (configuration not stated) = Scp1 inh = -7.8; SUMO1-SIM PPI = -18.3; LMPTP inh = 1.6; Rpn11 block = i; CSN deneddyl inh = -4.7; Rin1 Abl inh = -0.8; STEP block = 9.2; DNMT1 inh = 17.6; Neddylation inh = i; NadD block = 7.9
Results for O=S(=O)(c1cccc(-c2nnc(SCc3nc4ccccc4s3)o2)c1)N1CCOCC1 = Scp1 inh = -2.9; SUMO1-SIM PPI = -1.8; LMPTP inh = 1.4; Rpn11 block = i; CSN deneddyl inh = 2.6; Rin1 Abl inh = -0.9; STEP block = -0.5; DNMT1 inh = -5.3; Neddylation inh = i; NadD block = -3.6

Next section.
SMILES	Scp1 inh	SUMO1-SIM PPI	LMPTP inh	Rpn11 block	CSN deneddyl inh	Rin1 Abl inh	STEP block	DNMT1 inh	Neddylation inh	NadD block
Cc1ccc(C(=O)NC(C)c2ccccc2)cc1Br (configuration not stated)	-7.9	-2.9	0.6	i	-1.8	-3.0	2.3	-12.2	i	-0.8
COc1cccc(NC(=O)c2cccc(OC)c2OC)c1	0.2	2.5	-2.3	i	-0.1	-4.0	0.9	1.6	i	-0.7
O=C(Nc1nnc(N2CCCCCC2)s1)c1cc(-c2ccc(Br)cc2)on1	-8.5	-0.4	0.2	i	-1.1	0.2	1.6	11.5	i	14.4
Cc1ccc(N2OC3C(=O)NC(=O)C3C2c2ccco2)cc1 (configuration not stated)	-4.5	3.6	-0.3	i	-1.9	-2.5	-1.5	-2.1	i	-1.6

Molecules from the list above that contain an NH in an aromatic ring, in the order listed:
SMILES	Scp1 inh	SUMO1-SIM PPI	LMPTP inh	Rpn11 block	CSN deneddyl inh	Rin1 Abl inh	STEP block	DNMT1 inh	Neddylation inh	NadD block
CSc1nc(O)c(C(c2cccc([N+](=O)[O-])c2)c2c(O)nc(SC)[nH]c2=O)c(=O)[nH]1	2.2	-3.0	-0.1	i	-1.2	4.1	1.4	1.0	i	-0.8
Cn1c(=O)[nH]c(=O)c2c1nc(N1CCN(Cc3ccccc3)CC1)n2CCCc1ccccc1	-7.7	-2.2	-2.2	i	-0.3	2.1	2.1	-5.3	i	2.5
O=c1[nH]nc(-c2ccccc2)c2ccccc12	-0.7	1.1	2.4	i	-1.4	-1.8	-1.5	-0.1	i	-7.0

Assay outcomes deposited in PubChem BioAssay by several laboratories.

An unsorted share of the library (roughly 3.8% active in at least one column).
